# KOR beta-arrestin-1 = KOR antagonists, beta-arrestin recruitment, cell-based, luminescence, uHTS (AID 1778); one-dose inhibition, % at 10 µM; IC50 in µM for titrated hits; 290,000 compounds, 0.091% hits; KOR beta-arrestin recruitment, luminescence, antagonist mode; higher % means a stronger effect; in the data active = inhibition above about 50%; note: strong numbers were not always called active
# GPR55 beta-arrestin = GPR55 agonists via beta-arrestin recruitment, primary screen, imaging, U2OS cells, beta-arrestin-GFP redistribution (AID 1961). U2OS GPR55 beta-arrestin-GFP redistribution imaging; higher % means a stronger effect. one-dose activation, % at 10 µM; EC50 in µM for titrated hits. 290,000 compounds, 0.048% hits;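 active = activation above 40% with more than 50 cells counted in the well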;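 note: U2OS osteosarcoma cells stably expressing GPR55 and beta-arrestin-GFP; plate controls were DMSO negative control for no effect and LPI positive control for full effect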
# KOR beta-arrestin-2 = kappa opioid receptor activators – cell-based, luminescence, uHTS, primary screen (AID 1777); KOR beta-arrestin recruitment, luminescence; higher % means a stronger effect; activation, % at 10 µM; hits with a dose series show EC50 in µM; 280,000 compounds, 0.02% hits; in the data active = activation above about 50%, passing the limit was not always enough; note: a part of the inactive calls stands beside numbers as strong as those of hits
# NOD1 NF-kB reporter = inhibition of NOD1-driven NF-kB reporter – cell-based, luminescence, uHTS, primary screen (AID 1578); one-dose inhibition, % at 4 µM; EC50 in µM for titrated hits; NOD1-driven NF-kB luciferase reporter cells, luminescence; higher % means a stronger effect; 290,000 compounds, 1% hits; in the data active = inhibition mostly above about 36%, no sharp cut-off; inactive = mostly below about 34%;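 note: HEK-293T reporter cells stimulated with the NOD1 agonist gamma-tri-DAP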
# GPR55 LPI antagonism = inhibition of LPI-stimulated GPR55 beta-arrestin translocation – imaging, U2OS, beta-arrestin-GFP, LPI agonist, primary screen (AID 2013); U2OS GPR55 beta-arrestin-GFP translocation imaging, LPI antagonism; higher % means a stronger effect; inhibition, % at 10 µM, or IC50 in µM where a hit was titrated; 290,000 compounds, 0.13% hits;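 active = spots per cell inhibited over 60%, with over 100 cells counted and total cytoplasm intensity under 500,000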;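 note: U2OS cells stably carrying GPR55 and arrestin-GFP stimulated by 5 µM LPI near EC80; imaged beta-arrestin-GFP aggregate spots per cell after agonist stimulation; plate controls were LPI-stimulated DMSO wells for no effect and DMSO wells without LPI for full effect; some results filed as inactive read as strong as hits; confirmed hits need IC50 under 10 µM and bright autofluorescent wells are also inconclusive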
# West Nile antiviral = inhibition of WNV-induced cytopathic effect – cell-based, CPE readout (AID 1621); West Nile virus-infected cells, CPE inhibition; higher % means a stronger effect; CPE inhibition, % at 10 µM; hits with a dose series show IC50 in µM; 290,000 compounds, 0.02% hits; in the data active = a potency from the dose series; note: strong numbers were not always called active
# NS5 inhibitors = flavivirus cap methylation enzyme inhibition – biochemical, confirmation dose response, primary screen (AID 588689); Dengue-2 NS5 methyltransferase capping enzyme assay, biochemical; higher % means a stronger effect; one-dose inhibition, % at 25 µM; IC50 in µM for titrated hits; 340,000 compounds, 0.3% hits; in the data active = a potency from the dose series
# GPR35 antagonists = inhibition of zaprinast-stimulated GPR35 beta-arrestin translocation – imaging, U2OS, beta-arrestin-GFP, zaprinast agonist, primary screen (AID 2058) | U2OS GPR35 beta-arrestin-GFP translocation imaging, zaprinast antagonism; higher % means a stronger effect | one-dose inhibition, % at 10 µM; IC50 in µM for titrated hits | 290,000 compounds, 0.052% hits;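 active = inhibition of at least 50% with at least 30 cells and total cytoplasm GFP at most 10,000,000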
# HIV fusion peptide = cell-free HIV fusion peptide-binding blockers – biochemical, uHTS, fluorescence dequenching, primary screen (AID 1986). inhibition, % at 20 µM; hits with a dose series show IC50 in µM. 290,000 compounds, 0.3% hits. cell-free peptide binding, fluorescence dequenching, 30 min; higher % means a stronger effect; in the data active = inhibition mostly above about 52%, no sharp cut-off; inactive = mostly below about 76%; note: some results filed as inactive read as strong as hits
# NS5 inhibitors pilot replicate = second read-out of NS5 inhibitors, no call of its own (marks repeat the call); inhibition, %; measured here: pilot screen replicate inhibition
# The depositor's hits bear a star; x = no result given; [ ] = remark or other dose. Not all compounds are listed; the hit share may differ from the screen's.
SMILES,KOR beta-arrestin-1,GPR55 beta-arrestin,KOR beta-arrestin-2,NOD1 NF-kB reporter,GPR55 LPI antagonism,West Nile antiviral,NS5 inhibitors,GPR35 antagonists,HIV fusion peptide,others
COc1ccc(C2/C=C\CN(C(=O)C3CCCCC3)CC(=O)N2Cc2ccc(F)cc2)cc1 (stereo unspecified),10%,-0.1%,-3.8%,-6%,8%,-0.7%,-3%,7%,0.1%,
COC(=O)c1ccc(/C=N/NC(=O)CNc2cccc(C)c2)cc1,17%,-0.1%,-4.9%,-46%,-9%,0.0%,x,4%,-1.7%,
CC(C)(C)Cc1nnc(NS(=O)(=O)c2ccc(F)cc2)s1,12%,-0.3%,-4.9%,-13%,6%,-0.1%,-6%,-1%,-2.0%,
COc1ccccc1Nc1nc(C)c(C(=O)Nc2ccccc2)s1,14%,-0.4%,-3.8%,-24%,15%,-0.8%,5%,-6%,0.5%,
O=C(CCn1c(=S)[nH]c2ccccc2c1=O)NCCc1ccccc1,1%,0.2%,-3.2%,-27%,6%,-0.9%,-7%,-1%,-0.5%,
O=C(NCc1ccncc1)Nc1cccc([N+](=O)[O-])c1,-6%,0.2%,4.7%,-41%,0%,-0.4%,-3%,9%,0.0%,
COc1ccc(-c2nn(-c3ccccc3)cc2/C=N/NC(=O)c2cccc(S(=O)(=O)Nc3ccccc3Cl)c2)cc1,11%,0.0%,-1.1%,32%,12%,1.8%,-4%,-8%,9.5%,
Cc1nn(CCC(=O)N2CCN(S(=O)(=O)c3ccccc3)CC2)c(C)c1C,-7%,-0.1%,3.1%,-16%,7%,0.0%,-3%,-8%,-1.6%,
O=C(/C=C/c1ccco1)Nc1ccc2c(c1)OCO2,-31%,-0.4%,2.6%,-46%,-2%,-0.2%,-4%,14%,1.2%,
OC(COc1ccc(Cl)c2ccccc12)CN1CCN(c2ccccn2)CC1 (stereo unspecified),-32%,-0.2%,11%,-32%,0%,-0.8%,-1%,7%,0.3%,
Cc1ccc(O)c(CCc2ccc(O)cc2)n1,-8%[20 µM],0.2%,x,-37%,-6%,1.0%,-2%,-1%,-1.1%,
O=c1[nH]cnc2nc3n(c12)CCCCC3,17%,-0.1%,4.6%,-12%,-11%,-0.3%,-14%,13%,0.9%,
C#Cc1ccc([C@H]2C=C(C(=O)NCc3ccccc3)O[C@@H](OCC)[C@@H]2CCCO)cc1,-38%,-0.2%,2.9%,-11%,4%,0.1%,-7%,-18%,1.7%,
CCOc1ccc(C(=O)OCc2nnc(-c3cccs3)o2)cc1OC,-2%,-0.1%,0.3%,-3%,-10%,-0.6%,0%,10%,0.2%,
O=C(Nc1cccn2ncnc12)c1ccccc1,5%,-0.1%,-1.7%,42%,-1%,-0.2%,-3%,-3%,-0.6%,NS5 inhibitors pilot replicate=6.4
O=C1C2CCC(C(O)C2)N1Cc1ccccc1 (stereo unspecified),-20%,-0.1%,0.3%,-11%,1%,0.2%,0%,12%,0.7%,
COc1ccc(C(=O)NCc2csc(-c3cccs3)n2)cc1,17%,0.1%,-2.1%,-4%,7%,-0.1%,-4%,11%,-0.2%,
Cc1c(Br)c(C(F)(F)F)nn1CC(=O)NCCCn1ccnc1,-42%[20 µM],-0.1%,-10%,-35%,10%,-0.1%,-5%,1%,8.1%,
Cc1c([C@@H]2C[C@H]3CN(Cc4cccc(Cl)c4)C(=O)[C@]34CCCN24)cnn1C,-31%[20 µM],0.0%,x,-30%,1%,-0.8%,-16%,5%,12%,
COc1ccc(N2CCN(C(C)C(=O)N3CCCC3)CC2)cc1 (stereo unspecified),-12%[20 µM],-0.1%,x,-29%,4%,-0.3%,-2%,-4%,0.3%,
CCN(C(=O)c1c(C)cc(=O)oc1C)c1ccc2c(c1)OCO2,-10%,0.3%,5.8%,-15%,12%,0.7%,-5%,-7%,1.2%,
Cc1c(/C(O)=C2\C(=O)C(=O)N(CCCN(C)C)C2c2ccncc2)cnn1-c1ccccc1 (stereo unspecified),-2%,0.1%,x,-9%,-2%,x,x,-7%,-1.6%,
O=C(NNC1=Nc2cc([N+](=O)[O-])ccc2OC1)c1ccccc1Cl,38%,1.1%,0.6%,-2%,2%,-0.1%,-8%,-15%,-4.1%,
COc1ccc(NC(=O)CCc2c(C)nc3nc(C)nn3c2C)cc1,6%,-0.4%,-0.1%,-18%,18%,0.3%,1%,-4%,1.8%,
COc1ccc(C2C(C#N)=C(N)OC3=C2C(=O)CC(C)(C)C3)cc1Cn1cc([N+](=O)[O-])cn1 (stereo unspecified),2%,-0.3%,-4.8%,-10%,19%,-0.9%,-8%,-4%,-1.9%,
COc1ccc2nc(SCC(=O)Nc3ccc4c(c3)OCCO4)[nH]c2c1,20%,0.0%,-0.5%,0%,9%,x,-18%,19%,-0.6%,
COc1ccc(-c2nnc(SCC(=O)Nc3ccc(Cl)cc3)n2C)cc1,11%,-0.3%,-0.1%,7%,0%,-0.7%,0%,25%,0.0%,
CCCCN1CN=C(Nc2nc3ccccc3o2)NC1,18%,-0.1%,1.6%,-56%,1%,0.4%,1%,14%,-3.6%,
Cc1ccc(NC(=O)CSc2nnc(-c3ccco3)n2N)cc1F,-58%,-0.1%,7.3%,-2%,-2%,-0.2%,-9%,7%,0.0%,
CC(C)Cc1csc(NC(=O)C(C)C)c1C(=O)O,2%,-0.1%,8.8%,-5%,-9%,0.3%,-9%,10%,-0.5%,
Cc1c(Br)c([N+](=O)[O-])nn1CC(=O)Nc1sc2c(c1C(=O)OC(C)C)CCCC2,-22%,0.0%,0.8%,-114%,5%,-0.6%,-11%,-3%,-1.1%,
O=C(CNC(=O)c1ccc(Br)cc1)c1ccc(Br)cc1,-11%,0.3%,5.1%,-11%,7%,0.2%,4%,16%,2.5%,
CC(NS(C)(=O)=O)C(c1cccs1)N1CCN(C)CC1 (stereo unspecified),0%,-0.2%,-1.6%,-1%,-1%,0.4%,2%,0%,-1.5%,
Cn1cnnc1SCCOc1ccc(Cl)cc1,-19%[20 µM],0.2%,x,-27%,4%,-0.8%,-8%,6%,-1.5%,
CCn1cc(C(=O)N2CC=C(c3ccccc3)CC2)c(=O)c2ccc(C)nc21,6%,-0.3%,1.2%,-19%,-5%,1.1%,4%,-4%,-2.5%,
COC(=O)c1nc2ccc(C)cn2c1F,13%,-0.2%,-6.3%,-38%,-5%,-0.2%,-3%,5%,-3.3%,
CCOC(=O)c1cc(S(=O)(=O)N2CCN(C3CCCCC3)CC2)cn1C,-32%,-0.2%,-7.3%,4%,8%,-0.7%,-6%,-7%,1.0%,
COc1c(C)cc(Br)cc1C(=O)Nc1ccccc1C,-65%[20 µM],-0.1%,-4.4%,-29%,6%,-0.9%,0%,-7%,-0.4%,
CCn1nnc(C(=O)O)c1C(=O)O,-12%,0.1%,2.8%,-14%,16%,0.3%,-4%,-4%,-0.3%,
CC(O)CNc1nc2c(c(=O)n(Cc3ccccc3)c(=O)n2C)n1C (stereo unspecified),-5%,-0.1%,-1.7%,-9%,-11%,-0.5%,-1%,11%,-0.3%,

# In the list so far, 3 contain an NH in an aromatic ring.
SMILES,KOR beta-arrestin-1,GPR55 beta-arrestin,KOR beta-arrestin-2,NOD1 NF-kB reporter,GPR55 LPI antagonism,West Nile antiviral,NS5 inhibitors,GPR35 antagonists,HIV fusion peptide,others
O=C(CCn1c(=S)[nH]c2ccccc2c1=O)NCCc1ccccc1,1%,0.2%,-3.2%,-27%,6%,-0.9%,-7%,-1%,-0.5%,
O=c1[nH]cnc2nc3n(c12)CCCCC3,17%,-0.1%,4.6%,-12%,-11%,-0.3%,-14%,13%,0.9%,
COc1ccc2nc(SCC(=O)Nc3ccc4c(c3)OCCO4)[nH]c2c1,20%,0.0%,-0.5%,0%,9%,x,-18%,19%,-0.6%,

# The main list resumes, repeating the four entries before the break.
SMILES,KOR beta-arrestin-1,GPR55 beta-arrestin,KOR beta-arrestin-2,NOD1 NF-kB reporter,GPR55 LPI antagonism,West Nile antiviral,NS5 inhibitors,GPR35 antagonists,HIV fusion peptide,others
CCOC(=O)c1cc(S(=O)(=O)N2CCN(C3CCCCC3)CC2)cn1C,-32%,-0.2%,-7.3%,4%,8%,-0.7%,-6%,-7%,1.0%,
COc1c(C)cc(Br)cc1C(=O)Nc1ccccc1C,-65%[20 µM],-0.1%,-4.4%,-29%,6%,-0.9%,0%,-7%,-0.4%,
CCn1nnc(C(=O)O)c1C(=O)O,-12%,0.1%,2.8%,-14%,16%,0.3%,-4%,-4%,-0.3%,
CC(O)CNc1nc2c(c(=O)n(Cc3ccccc3)c(=O)n2C)n1C (stereo unspecified),-5%,-0.1%,-1.7%,-9%,-11%,-0.5%,-1%,11%,-0.3%,
COCCn1nnnc1CN(CCc1ccccc1)Cc1cc2ccc(C)cc2[nH]c1=O,6%,0.3%,-18%,-7%,-3%,0.1%,-1%,11%,1.1%,
O=C(COc1ccc([N+](=O)[O-])cc1)NCCC1=CCCCC1,19%,0.4%,-2.6%,14%,7%,-0.8%,-1%,6%,-0.3%,
O=C(c1ccc(F)cc1)C(C(=O)N1CCCCC1)n1ccccc1=O (stereo unspecified),14%[20 µM],-0.1%,x,-18%,9%,0.5%,-12%,-5%,-0.8%,
COC(=O)c1ccc([N+](=O)[O-])c(CS(=O)(=O)c2ccc(Cl)cc2)c1,-18%,0.0%,-1.4%,9%,-8%,-0.3%,-5%,1%,-3.6%,
Cc1n[nH]c(C)c1CN(C)C(=O)C1CCC(=O)N(CCc2cccc(F)c2)C1 (stereo unspecified),-71%,0.1%,-1.8%,-25%,-9%,0.0%,-3%,12%,-0.1%,
Nc1c(S(=O)(=O)c2ccccc2)nnn1-c1ccccc1,12%,0.6%,3.1%,-26%,17%,0.0%,3%,-12%,-1.6%,
O=C(NCc1ccco1)C1CCCCN1S(=O)(=O)c1ccc(F)cc1 (stereo unspecified),-12%,0.3%,1.0%,-21%,15%,-1.2%,-3%,0%,1.1%,
O=C(CN1C(=O)c2ccccc2S1(=O)=O)NC1CCCCCC1,10%,-0.3%,0.5%,-14%,3%,0.4%,-2%,7%,-2.0%,
Cc1ccccc1CSc1nnc(CCCCCNC(=O)OC(C)(C)C)o1,30%,0.0%,-0.8%,3%,-2%,-1.5%,x,-14%,-0.3%,
CN(C)CCCN(C(=O)CCc1ccccc1)c1nc2ccc(Br)cc2s1,-79%,-0.3%,0.4%,-45%,45%,0.6%,-11%,6%,-1.0%,
COc1cccc(NC(=O)c2ccncc2)c1,8%,0.1%,0.1%,-18%,-3%,0.5%,3%,-8%,-2.8%,
